Screening data deposited in PubChem BioAssay by National Center for Advancing Translational Sciences (NCATS).
JMJD2A Tudor inh = JMJD2A Tudor domain (human) inhibition; O75164; AlphaScreen JMJD2A-Tudor / H3K4me3 peptide binding; Potency, µM (highest dose often 114 µM), for inactives: at the highest dose activity change, negative = inhibition, actives largely listed as inhibitors; 390,000 tested, 4.4% active; note: % is set by controls: 0 for no effect and ±100 for the full control effect; nearly all actives have a fitted effect of over 50% in size
POLI inh = DNA polymerase iota (human) inhibition; Q9UNA4; Pol iota fluorescent replication assay, 10 min; Potency, µM (titrated, usually from 115 µM), inactives show top-dose activity, negative = inhibition, hits mostly inhibitors; 390,000 tested, 1% active; AID 588590
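Fluorescent replication assay read twice, at 0 min and 10 min after adding 50 nM (final) substrate. Enzyme (10 nM) and compounds were first incubated 15 min at room temperature; enzyme-free buffer wells were negative controls.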
HP1b chromo inh = inhibitors of HP1-beta chromodomain binding to methylated histone tails; Potency, µM (doses to about 114 µM), without a hit: top-dose activity change, negative = inhibition, actives largely listed as inhibitors; AID 540317; P83916; AlphaScreen HP1-beta / biotin-H3K9me3 peptide binding; 390,000 tested, 0.56% active; note: nearly all actives have a fitted effect of over 70% in size; inactives centre near 23
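Compound inhibition of the preformed complex between 50 nM HP1-beta and 50 nM biotinylated H3K9me3 peptide was read by AlphaScreen. Buffer was PBS pH 7.4 with 0.01% Tween-20. Incubations ran 30 min at room temperature, with 10 ug/mL donor/acceptor beads.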
Tb PGK inh = inhibitors of T. brucei phosphoglycerate kinase; P07378; 380,000 tested, 0.043% active; Potency, µM (highest dose often 57.5 µM), inactives show at the top dose activity change, negative = inhibition, actives largely listed as inhibitors; PGK/GAPDH coupled, Kinase-Glo luminescence, 60 min; note: % is set by controls: 0 for no effect and ±100 for the full control effect; nearly all actives have a fitted effect of over 60% in size
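Luminescent ATP detection (Kinase-Glo Plus) follows a 60-minute room-temperature incubation, with wells lacking PGK as controls. Buffer: 100 mM TEA (pH 7.6), 5 mM MgCl2, 0.01% Tween-20. Coupling enzyme GAPDH (100 nM final) supplies unstable 1,3-BPG in-well.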
Pin1 inhibitor = human Pin1 inhibition | 390,000 tested, 0.009% active | Q13526 | Potency, µM (series often up to 115 µM), for the others: top-dose activity, negative = inhibition, most hits filed as inhibitors | Pin1 FP peptide displacement, HiFluor488, 10 min | AID 504891; active = well fitted inhibition curve with a large enough effect in the polarisation, with a control signal flat, not every such curve was filed as active; inconclusive = small, poorly fitted or top-dose-only effect, or effect the other way, or a change in a side signal; inactive = no such curve, though single readings can be large or run the other way; the % refers to the polarisation; note: % is set by controls: 0 for no effect and ±100 for the full control effect
GLS inhibitor = inhibitors of human glutaminase (GLS); O94925; GLS enzymatic activity, qHTS titration; Potency, µM (titrated, usually from 45.5 µM), inactives show at the top dose activity change, negative = inhibition, most hits filed as inhibitors; 410,000 tested, 0.21% active; note: % is set by controls: 0 for no effect and ±100 for the full control effect
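Compounds were pin-transferred onto hKGA, after which L-glutamine (1 mM solution) and a detection mix of glutamate oxidase, HRP and Amplex Red were added. Initial and 30 min RT fluorescence reads were collected.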
BAZ2B inh = inhibitors of human BAZ2B bromodomain. AlphaScreen BAZ2B-H3K14Ac peptide displacement. Potency, µM (series often up to 114 µM), without a hit: at the top dose activity change, negative = inhibition, most hits filed as inhibitors. 360,000 tested, 4.4% active. AID 504333; note: % is set by controls: 0 for no effect and ±100 for the full control effect; nearly all actives have a fitted effect of over 60% in size
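Multi-concentration screen (max 110 uM) measuring displacement of acetylated histone H3 peptide from BAZ2B by AlphaScreen, using 50 nM protein, 50 nM peptide and 10 ug/mL streptavidin donor plus Ni-chelate acceptor beads.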
BLM helicase inh = Bloom syndrome helicase (human) inhibition | P54132 | recombinant BLM DNA unwinding, fluorescence dequenching | Potency, µM (series often up to 56.1 µM), for inactives: at the top dose activity change, negative = inhibition, most hits filed as inhibitors | 350,000 tested, 0.2% active;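 note: plate controls were vehicle for no effect and no enzyme for full effect; nearly all actives have a fitted effect of over 35% in size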
Target sequence (P54132 whole entry, looked up): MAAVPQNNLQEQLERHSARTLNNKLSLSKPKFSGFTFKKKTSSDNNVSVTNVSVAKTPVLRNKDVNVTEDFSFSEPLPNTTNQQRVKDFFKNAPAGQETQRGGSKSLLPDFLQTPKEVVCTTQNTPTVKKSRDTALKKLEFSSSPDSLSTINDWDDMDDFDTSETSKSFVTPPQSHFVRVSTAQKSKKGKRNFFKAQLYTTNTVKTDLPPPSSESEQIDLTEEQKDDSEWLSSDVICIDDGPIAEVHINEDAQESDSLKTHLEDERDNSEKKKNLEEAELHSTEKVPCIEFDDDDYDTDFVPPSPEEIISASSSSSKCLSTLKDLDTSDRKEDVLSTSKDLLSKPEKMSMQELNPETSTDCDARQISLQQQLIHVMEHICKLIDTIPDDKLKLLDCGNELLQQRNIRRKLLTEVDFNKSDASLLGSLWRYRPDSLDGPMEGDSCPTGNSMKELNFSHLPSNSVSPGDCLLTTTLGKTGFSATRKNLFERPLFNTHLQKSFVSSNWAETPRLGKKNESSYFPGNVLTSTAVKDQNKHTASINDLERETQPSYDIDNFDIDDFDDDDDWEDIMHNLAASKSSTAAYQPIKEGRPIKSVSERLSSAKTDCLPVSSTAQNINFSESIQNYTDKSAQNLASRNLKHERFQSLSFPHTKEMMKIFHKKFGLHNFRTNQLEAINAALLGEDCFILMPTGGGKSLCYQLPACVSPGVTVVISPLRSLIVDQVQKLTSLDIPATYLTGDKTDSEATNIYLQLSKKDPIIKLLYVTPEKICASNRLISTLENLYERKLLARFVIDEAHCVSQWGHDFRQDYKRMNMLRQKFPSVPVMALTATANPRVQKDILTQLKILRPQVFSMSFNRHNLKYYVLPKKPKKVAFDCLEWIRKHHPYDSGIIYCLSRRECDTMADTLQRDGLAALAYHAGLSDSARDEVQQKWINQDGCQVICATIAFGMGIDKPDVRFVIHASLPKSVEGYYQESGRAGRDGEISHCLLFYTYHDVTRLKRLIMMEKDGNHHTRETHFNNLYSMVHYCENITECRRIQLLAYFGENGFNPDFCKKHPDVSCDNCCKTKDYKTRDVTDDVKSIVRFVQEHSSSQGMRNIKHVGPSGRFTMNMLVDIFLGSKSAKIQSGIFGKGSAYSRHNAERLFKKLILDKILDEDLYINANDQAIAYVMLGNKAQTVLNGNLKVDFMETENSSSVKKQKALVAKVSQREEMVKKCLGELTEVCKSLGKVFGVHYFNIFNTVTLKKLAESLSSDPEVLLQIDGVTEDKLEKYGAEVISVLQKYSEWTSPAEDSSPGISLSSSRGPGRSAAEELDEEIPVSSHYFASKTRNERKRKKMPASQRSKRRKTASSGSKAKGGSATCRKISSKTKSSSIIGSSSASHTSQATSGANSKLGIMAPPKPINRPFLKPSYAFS
G9a block = blocks human histone lysine methyltransferase G9a | G9a H3K9 monomethylation, AlphaScreen, 2 h | Potency, µM (top dose mostly 102 µM), for the others: top-dose activity, negative = inhibition, most hits filed as inhibitors | 350,000 tested, 8.8% active | AID 504332; note: % is set by controls: 0 for no effect and ±100 for the full control effect; nearly all actives have a fitted effect of over 75% in size
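Using a bead-based AlphaScreen, monomethylated H3K9 product from 2 h room-temperature reactions (G9a 20 nM, peptide 500 nM, SAM 20 uM) was detected with 0.5 ug/mL rabbit anti-H3K9me1 antibody.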
* hit, by the source's call; i = inactive; ? = inconclusive; nt = not tested or not shown; [ ] = another dose, or the depositor's remark. Unless noted, calls come from the whole dose curve; as a rule, active = well fitted curve in the direction sought with a large enough effect; inconclusive = small, poorly fitted or top-dose-only effect, or another doubt; inactive = no such curve, though single readings can be large; an effect the other way counts as inactive or inconclusive. Potency is the fitted concentration of half-maximal effect.

SMILES	JMJD2A Tudor inh	POLI inh	HP1b chromo inh	Tb PGK inh	Pin1 inhibitor	GLS inhibitor	BAZ2B inh	BLM helicase inh	G9a block
CCOc1ccc(C2C(C(=O)c3ccco3)=C(O)C(=O)N2CCN2CCOCC2)cc1 (stereo unspecified)	-28%	37%[activator]	17%	0%	-1%	12%	-35%	-3%	?
CCOC(=O)c1sc2nc(C)n(CC(=O)NCC3CCCO3)c(=O)c2c1C (stereo unspecified)	-13%[11.4 µM]	?	32%	-4%	3%	2%	-26%[57.1 µM]	-1%	19%
CN(C(=O)c1ccc(NC(=O)Cc2cccc(NC(=O)C3CCCN(C(=O)C4CCC4)C3)c2)cc1)C1CCCC1 (stereo unspecified)	-11%	-14%	15%	-6%	42%[activator]	2%	3%	nt	14%[0.501 µM]
C=CCn1c(=S)[nH]c2sccc2c1=O	?	5%	15%	4%	2%	-4%	3%	3%	13µM*
O=C(NCC(c1ccccc1)c1ccccc1)c1nn(-c2ccccc2F)nc1CO	-20%	9%	39%	-1%	0%	-1%	6%	1%	25%[59 µM]
O=c1c2ccccc2nnn1COc1ccc(F)cc1Cl	-4%	63%[activator]	-8%	5%	1%	8%	1%	-1%	22%
Cc1cc(C)c2oc(=O)cc(CN3CCOCC3)c2c1	-5%	7%	39%[activator]	8%	-2%	17%	1%	-11%	?
COc1nnc(-c2ccc(N3CCCCC3)c(N)c2)c2ccccc12	?	3%	-19%	-6%	-1%	12%	nt	nt	nt
O=C(CN1CCOCC1)OCCCC1CCCCC1	-14%[11.4 µM]	?	-5%	-9%	1%	-1%	-2%	-2%	9%[0.0925 µM]
CCN(CC)c1ccc(C(=O)NCc2ccc3c(c2)CCN3C(=O)c2ccc(F)cc2)cc1	-19%	20%	29%	8%	9%	7%	-19%	-5%	-29%[59 µM]
CC(Sc1nnc(-c2ccccc2)c(-c2ccccc2)n1)C(=O)N1CCc2ccccc21 (stereo unspecified)	-28%	-1%	19%	i	2%	-9%	-24%	-12%	?
CCN1CCc2c(sc(NC(=O)C3CCCCC3)c2C(=O)OC)C1	-31%	-4%	20%	5%	3%	17%	-9%	-8%	nt
COc1ccccc1-c1cc(-c2ccccc2)nc(SCC(=O)O)c1C#N	-9%	23%	42%[activator]	0%	-7%	-19%	0%	-4%	nt
COc1ccc(CCNC(=O)c2ccc(C)s2)cc1OC	-18%	49%[activator]	35%	i	0%	0%	-4%	-3%	-12%[59 µM]
COc1ccc(CNC(=O)C(C)Sc2ccc(C)cc2)cc1 (stereo unspecified)	1%	-13%	48%[activator]	9%	-1%	0%	-14%	-5%	-12%
CC(=O)N1CCN(C(=O)c2ccc(NS(=O)(=O)c3cc(C)ccc3C)cc2)CC1	-17%	27%	29%	i	0%	-2%	-5%	nt	9%
O=C(NC(=S)Nc1ccc(NC(=O)c2cccs2)cc1)c1ccco1	?	-3%	?	5%	2%	17%	-4%	-1%	-13%[59 µM]
COc1ccc(OC)c(C2Nc3ccccc3NC3=C2C(=O)CC(C)(C)C3)c1 (stereo unspecified)	-13%	30%	14%	-4%	-7%	21%	-8%	-3%	nt
CC(C)CC(C(=O)Nc1oc(-c2ccco2)c(-c2ccco2)c1C#N)N1C(=O)c2ccccc2C1=O (stereo unspecified)	?	?	-25%	-9%	37%[activator]	-5%	32µM*	?	22µM*
O=C(Oc1cccc([N+](=O)[O-])c1)C1CCN(C(=O)c2ccc(F)cc2)CC1	-12%	13%	49%[activator]	-2%	-6%	-1%	-11%	-7%	83%[activator]
COc1ccc(NC(=O)/C(C#N)=C\c2ccc(N3CCOCC3)o2)cc1	-18%	36%[activator]	0%	-2%	?	8%	-35%	-1%	?
Cc1cc(C(=O)OCC(=O)NC2CCCC2)c2ccccc2n1	-14%	103%[activator]	27%	-12%	-4%	8%	-4%	nt	-1%[0.501 µM]
COc1cccc(C(=O)N2CCN(C(=O)C3CCCO3)CC2)c1 (stereo unspecified)	0%	-2%	33%	11%	3%	-2%	-1%	nt	-6%[2.33 µM]
O=C(NCCc1ccccn1)c1ccc(OC2CCN(Cc3ccccn3)CC2)cc1	-16%	-6%	18%	i	-2%	-2%	?	0%	nt
COc1ccc(Cc2nnc(SCC(=O)N3CCCC3)o2)cc1	-12%	7%	-6%	-9%	4%	0%	-6%	-5%	?
Cc1csc(=NC(=O)c2ccccc2)n1Cc1ccco1	-21%	-3%	-5%	-5%	5%	7%	-37%	-3%	?
Cc1ccc(S(=O)(=O)N2CCOCC2)cc1C(=O)Nc1cccc(C(=O)NC2CC2)c1	0%	21%	33%[activator]	-8%	-1%	-5%	-5%	nt	16%[12.7 µM]
CCOC(=O)C(NS(=O)(=O)c1ccccc1)(C(F)(F)F)P(=O)(OC(C)C)OC(C)C (stereo unspecified)	-16%	12%	23%	0%	-13%	10%	10%	0%	?
Cc1c(Cl)cccc1NC(=O)CN1CCC(C(O)(c2ccccc2)c2ccccc2)CC1	-20%	5%	13%	i	15%	-2%	-10%	-10%	-9%
CCOc1ccc(-c2c(C(=O)N/N=C/c3ccco3)nnn2-c2nonc2N)cc1	-7%	-4%	57%[activator]	-9%	-10%	-12%	1%	1%	56%[activator]
COc1cccc(N(Cc2nnc3n2CCCCC3)C(=O)Nc2ccccc2F)c1	1%	126%[activator]	12%	5%	7%	35%[activator]	-1%	-5%	46%
COc1cccc(NC(=O)Cn2c(=O)n(CCc3cccc(C)c3)c(=O)c3ccccc32)c1	-11%	89µM*	7%	i	33%[activator]	9%	-5%	-2%	4%[59 µM]
Cc1cccc(C(=O)Nc2ccc(C(=O)N3CCCCC3C)cc2)c1 (stereo unspecified)	0%	13%	37%	i	0%	-2%	-20%	-3%	52%[activator]
CCc1cccc(CC)c1NC(=O)COC(=O)c1ccc(F)c(S(=O)(=O)N(CC)CC)c1	-4%[57.1 µM]	3%	58%[activator]	-9%	1%	6%	14%	-11%	-8%
CCC(Nc1ccc(OC)cc1)C(=O)N/N=C/c1ccc([N+](=O)[O-])cc1 (stereo unspecified)	?	36%[activator]	-20%	-3%	-4%	5%	45µM*	-1%	?
Cn1nnnc1SCCNCc1ccccc1OCc1ccc(F)cc1	-2%	-4%	32%	-5%	-9%	-7%	-25%	-2%	?
Cc1ccc(C)c(N2CCN(S(=O)(=O)c3ccc4c(c3)CCCN4C(=O)C3CCC3)CC2)c1	-5%	-5%	25%[57 µM]	0%	-2%	6%	1%	-7%	2%[59 µM]
CCCN1CCN(CCCNC(=O)c2ccc3nc(Cc4ccccc4)oc3c2)CC1	-26%	-2%	15%[57 µM]	-3%	-7%	4%	-15%	6%	5%[59 µM]
Brc1ccc2c(c1)OCCOCCOc1cc(Br)ccc1OCCOCCOCCO2	3%	2%	61%	-1%	-7%	4%	-1%	16µM*	19%[59 µM]
COc1cccc(Oc2nc3c(c(=O)n(Cc4ccccc4F)c(=O)n3C)n2C)c1	-5%	13%	26%	4%	?	?	-2%	-2%	2%[59 µM]
O=C(N1CCN(c2ccccn2)CC1)C(Cl)(Cl)Cl	-4%	18%	42%[activator]	0%	-2%	-2%	3%	5%	-27%[59 µM]
Cc1cc([N+](=O)[O-])ccc1N1C(=O)c2ccc(C(=O)Nc3ccccc3C(=O)O)cc2C1=O	-27%	-9%	12%	i	-15%	4%	-22%	-2%	?
COc1cc(-n2nnnc2SC)c(OC)cc1Cl	-4%	6%	30%	7%	5%	-1%	-5%	2%	10%
COc1ccc(CCNC(=O)c2cc3sc(Cl)cc3n2C)cc1OC	?	-8%	1%	-6%	5%	1%	?	0%	-26%[59 µM]
CCOc1ccc(-n2cnnn2)cc1S(=O)(=O)NCCc1ccc(OC)c(OC)c1	-12%	-44%	19%	nt	2%	-2%	5%	-5%	-19%[12.7 µM]
CCOC(=O)c1sc(=NC(=O)c2ccc(OC)c(OC)c2)n(C)c1C	-6%	17%	19%	-3%	-2%	?	4%	-1%	-9%
CCOC(=O)C(C)N1C(=O)S/C(=C/c2cc(C)n(-c3ccccn3)c2C)C1=O (stereo unspecified)	56µM*	-5%	-31%	-7%	11%	-2%	?	-9%	7%[12.7 µM]
O=C1C2ON(c3ccccc3)C(c3ccncc3)C2C(=O)N1c1ccc(Br)cc1 (stereo unspecified)	-9%	15%	44%[activator]	14%	?	-6%	4%	-4%	?
COc1cc(C2C(C(=O)c3ccc(C)o3)=C(O)C(=O)N2CCN2CCOCC2)ccc1OCCC(C)C (stereo unspecified)	?	14%	16%	7%	4%	6%	-28%	0%	32µM*
c1ccc(COc2ncnc3c2ncn3CCCNCc2ccc3c(c2)OCO3)cc1	-14%	8%	38%	-5%	-4%	-2%	nt	nt	nt
COCCn1c(=O)[nH]c2cc(C(=O)NCc3ccccc3)ccc2c1=O	-9%	12%	11%	-4%	-1%	2%	-6%	-6%	-12%[12.7 µM]
Cn1c(NC(=O)c2cc(Cl)ccc2Cl)cc(=O)n(C)c1=O	-17%	?	24%	-7%	3%	-11%	-2%	-1%	-20%
C[C@@H]1CN(S(=O)(=O)C(C)(C)C)[C@@H](CCO)/C1=C\c1ccccc1	10%	32%[activator]	42%[activator]	i	1%	-2%	nt	nt	nt

Structures above that contain an NH in an aromatic ring, in the order listed:
SMILES	JMJD2A Tudor inh	POLI inh	HP1b chromo inh	Tb PGK inh	Pin1 inhibitor	GLS inhibitor	BAZ2B inh	BLM helicase inh	G9a block
C=CCn1c(=S)[nH]c2sccc2c1=O	?	5%	15%	4%	2%	-4%	3%	3%	13µM*
COCCn1c(=O)[nH]c2cc(C(=O)NCc3ccccc3)ccc2c1=O	-9%	12%	11%	-4%	-1%	2%	-6%	-6%	-12%[12.7 µM]

3 structures from above, sorted by count of non-hydrogen atoms, low to high.
SMILES	JMJD2A Tudor inh	POLI inh	HP1b chromo inh	Tb PGK inh	Pin1 inhibitor	GLS inhibitor	BAZ2B inh	BLM helicase inh	G9a block
Cn1c(NC(=O)c2cc(Cl)ccc2Cl)cc(=O)n(C)c1=O	-17%	?	24%	-7%	3%	-11%	-2%	-1%	-20%
COCCn1c(=O)[nH]c2cc(C(=O)NCc3ccccc3)ccc2c1=O	-9%	12%	11%	-4%	-1%	2%	-6%	-6%	-12%[12.7 µM]
O=C1C2ON(c3ccccc3)C(c3ccncc3)C2C(=O)N1c1ccc(Br)cc1 (stereo unspecified)	-9%	15%	44%[activator]	14%	?	-6%	4%	-4%	?

These rows are one share of the data (hit frequency here may not be typical).
